# MrgX1 antag: antagonists of human MrgX1 receptor, primary screen, HEK293 cells, Fluo-4 calcium flux; B-score at 10 µM; BAM8-22 antagonism; active compounds read low; Mas-related G-protein coupled receptor member X1 (Homo sapiens), Q96LB2; AID 588676, 2011; actives 1.3% (n = 310,000);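 active = calcium-response B-score plate-corrected more than 3 library SD below zero, starting fluorescence within 5 deviations, no agonist response on first addition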;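 also: peak minus trough fluorescence over baseline after final BAM8-22 challenge near maximal dose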
# PolyA inhibitor: polyadenylation inhibitors in yeast reporter cells, primary screen, luminescence, S. cerevisiae | AID 1875, 2009 | actives 0.02% (n = 300,000) | S. cerevisiae SKY197-pL101 polyadenylation reporter, beta-gal luminescence; efflux-impaired pdr1/pdr3 knockout yeast; score 100 = 6 SD above DMSO | calls only at 12 µM;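 active = lowest replicate activity score at least 50, where 100 means six control SD above control mean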;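 also: yeast exposed to compound for 9 h at 30 °C; higher score means more reporter readthrough which indicates perturbed polyadenylation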
# MrgX1 ag: agonists of human MrgX1 receptor, primary screen, HEK293 cells, Fluo-4 calcium flux | actives 0.44% (n = 310,000) | AID 588627, 2011 | Mas-related G-protein coupled receptor member X1 (Homo sapiens), Q96LB2 | B-score at 10 µM | Fluo-4 calcium fluorescence, agonist mode; active compounds read high;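 active = calcium response B-score plate-corrected fluorescence ratio at least 3 library SD, with starting fluorescence B-score inside 5 SD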
#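 Material – MrgX1-expressing HEK293 cells · Input – 15,000 cells seeded per well · Dosing – compound as first of three additions · Times – overnight seeding, then 1 h dark dye loading · Measured by – kinetic Fluo-4 NW fluorescence of intracellular calcium · Read-out – B-scored fluorescence response ratio · Benchmarks – positive and negative control wells on each plate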
# TRPC6 inhibitor: mouse TRPC6 channel inhibitors, primary screen, cell-based, HEK293, membrane potential dye; Short transient receptor potential channel 6 (Mus musculus), Q61143; ACh-evoked depolarization; active compounds read low; B-score at 10 µM; actives 1.1% (n = 310,000); AID 2553, 2010;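 active = B-score under library mean minus 3 SD, initial fluorescence not abnormally high, positive integrated signal ratio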;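 also: B-score derived from integrated fluorescence ratio over the kinetic read; more negative B-score means stronger inhibition of depolarization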
# TRPC4 agonist: activators of mouse TRPC4 channel, primary screen, Fluo4 calcium, HEK293 TRPC4beta/mu-opioid cells; Short transient receptor potential channel 4 (Mus musculus), Q9QUQ5; Fluo4 calcium fluorescence; active compounds read high; B-score at 10 µM; actives 0.49% (n = 310,000); AID 2237, 2010;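 active = B-score above 5 SD of library B-scores, and initial fluorescence ratio not above library mean plus 5 SD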;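 also: positive B-score marks a calcium rise read as TRPC4 activation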
# Target sequence (Q9QUQ5 whole entry, looked up): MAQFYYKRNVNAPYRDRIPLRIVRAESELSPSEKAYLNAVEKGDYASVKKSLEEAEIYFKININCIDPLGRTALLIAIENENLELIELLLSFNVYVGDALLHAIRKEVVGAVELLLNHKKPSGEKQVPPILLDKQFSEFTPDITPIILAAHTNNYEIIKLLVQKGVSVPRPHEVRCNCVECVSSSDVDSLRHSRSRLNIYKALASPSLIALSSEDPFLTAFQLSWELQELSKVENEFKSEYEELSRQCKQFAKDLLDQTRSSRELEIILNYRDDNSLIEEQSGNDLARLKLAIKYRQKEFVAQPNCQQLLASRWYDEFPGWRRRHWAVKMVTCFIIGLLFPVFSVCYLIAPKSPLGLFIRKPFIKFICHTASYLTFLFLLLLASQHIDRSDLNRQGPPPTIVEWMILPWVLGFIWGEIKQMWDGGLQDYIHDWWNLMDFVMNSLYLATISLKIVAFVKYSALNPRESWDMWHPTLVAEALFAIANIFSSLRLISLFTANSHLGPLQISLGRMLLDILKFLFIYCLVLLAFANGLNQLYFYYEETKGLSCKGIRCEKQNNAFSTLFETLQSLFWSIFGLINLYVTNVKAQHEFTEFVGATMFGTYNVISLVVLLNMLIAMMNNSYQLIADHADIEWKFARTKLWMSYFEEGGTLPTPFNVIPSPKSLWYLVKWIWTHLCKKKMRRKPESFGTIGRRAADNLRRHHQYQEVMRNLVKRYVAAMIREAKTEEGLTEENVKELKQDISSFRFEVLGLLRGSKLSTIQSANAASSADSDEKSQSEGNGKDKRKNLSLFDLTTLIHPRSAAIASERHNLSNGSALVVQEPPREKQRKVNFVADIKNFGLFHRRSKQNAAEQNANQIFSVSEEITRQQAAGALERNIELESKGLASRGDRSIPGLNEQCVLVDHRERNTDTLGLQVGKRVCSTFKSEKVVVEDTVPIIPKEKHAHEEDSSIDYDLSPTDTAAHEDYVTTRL
#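 Test system: HEK293 cells stably co-expressing mouse TRPC4beta and mu-opioid receptor | Schedule: Fluo4 dye loading 45 min at room temperature, 110 s recording | Measured by: Kinetic Fluo4 calcium fluorescence, 5 s baseline at 1 Hz | Evaluation: B score of integrated ratio | Controls: Buffer (low) and maximal DAMGO (high)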
# TRPC4 PAM: positive allosteric modulators of TRPC4, primary screen, cell-based, mouse TRPC4beta, HEK293 mu-opioid, Fluo-4 calcium | Short transient receptor potential channel 4 (Mus musculus), Q9QUQ5 | DAMGO EC20, Fluo-4 Ca2+ flux; active compounds read high | B-score at 10 µM | actives 0.42% (n = 310,000) | AID 2227, 2009;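 active = B-score of calcium response area above 5 SD of library B-scores, with initial fluorescence ratio within 5 SD of library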;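 also: B-score of integrated fluorescence ratio over time as area under calcium response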
# HIF activator: HIF pathway transcriptional activators, primary screen, cell-based, U2OS HRE-luciferase, luminescence; U2OS HRE-luciferase reporter; normalized: DMSO 0%, desferrioxamine 100%; activation, % at 7.5 µM (by protocol); actives 0.32% (n = 300,000); AID 1910, 2009;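 active = mean activation of at least 10% of the iron chelator positive control signal, with at least half of replicates also reaching 10%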
# TRPC6 activator: mouse TRPC6 channel activators, primary screen, cell-based, HEK293, membrane potential dye. Short transient receptor potential channel 6 (Mus musculus), Q61143. HEK293-TRPC6 membrane potential dye fluorescence; active compounds read high. B-score at 10 µM. actives 0.13% (n = 310,000). AID 2550, 2010;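 active = B-score of the integrated fluorescence ratio above library mean plus 3 SD, and starting fluorescence ratio within library mean plus 5 SD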;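 also: higher score means more depolarization so channel activation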
# AI-2 QS mod: Vibrio harveyi AI-2 quorum sensing modulators, primary screen, JMH597 strain, luminescence/OD600 ratio. Vibrio harveyi JMH597 AI-2 luminescence/OD600 ratio, 9 h; active compounds read low; strain lacks LuxN and CqsS sensors; 0 = neutral-control median. activity change, % at 7.5 µM. actives 0.4% (n = 300,000). AID 2094, 2009; in the data active = activity change below about -75%, passing the limit was not always enough;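 also: luminescence divided by OD600 gain over 9 h not by final OD600 alone; inactives centre near 13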
# MrgX1 PAM: positive allosteric modulators of MrgX1, primary screen, HEK293 cells, Fluo-4 calcium flux; Mas-related G-protein coupled receptor member X1 (Homo sapiens), Q96LB2; FDSS; active compounds read high; B-score at 10 µM; actives 0.63% (n = 310,000); AID 588675, 2011;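 active = plate-corrected calcium response at least 3 library SD above typical, normal starting fluorescence, not activating the receptor alone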;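 also: compound read alongside a low EC10 to EC30 dose of BAM8-22 agonist; peak minus trough fluorescence over baseline measured at the second addition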
# TRPC4 inh: inhibitors of mouse TRPC4 channel, primary screen, Fluo4 calcium, HEK293 TRPC4beta/mu-opioid cells | DAMGO-evoked Fluo4 calcium flux; active compounds read low | Short transient receptor potential channel 4 (Mus musculus), Q9QUQ5 | B-score at 10 µM | AID 2247, 2010 | actives 0.39% (n = 300,000);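 active = B-score over 3 SD under the library average, no early fluorescence shift, positive overall ratio signal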
#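 Material: HEK293 cells with stable TRPC4beta plus mu-opioid receptor expression / Probe or stimulus: DAMGO in two steps, submaximal then maximal / Compound: single concentration per test compound / Technique: kinetic Fluo4 fluorescence imaging of calcium influx / Read-out: per-well B score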
# * hit, by the source's call; i = inactive; . = not tested or not shown. Only part of the results is shown, so the mix of outcomes need not match the whole.
SMILES,MrgX1 antag,PolyA inhibitor,MrgX1 ag,TRPC6 inhibitor,TRPC4 agonist,TRPC4 PAM,HIF activator,TRPC6 activator,AI-2 QS mod,MrgX1 PAM,TRPC4 inh
Cc1cccc(NC(=O)CSc2cccc3cccnc23)c1,i,i,i,i,i,i,0.8,i,-12.1,i,i
O=C(CNS(=O)(=O)c1c(Cl)cccc1Cl)OCc1csc(-c2ccccc2)n1,i,i,i,i,i,i,-0.1,i,42.3,i,i
Cc1n[nH]c(=O)c2c(NC(=O)CSc3nc4ccccc4c(=O)n3-c3ccc(OC(F)F)cc3)oc(C)c12,i,i,i,i,i,i,0.4,i,.,i,i
O=C(CN1C(=O)/C(=C/c2ccccc2)SC1=S)Nc1cccnc1,i,i,i,i,i,i,-0.4,i,43.5,i,i
COc1ccc(-n2c(=O)c(CCC(=O)N(C)Cc3cccs3)nc3ccccc32)cc1,i,i,i,i,i,i,-0.5,i,15.7,i,i
CCCCn1c(N)c(N(CCC(C)C)C(=O)CCN2C(=O)C3CC=CCC3C2=O)c(=O)[nH]c1=O (stereo not drawn),i,i,i,i,i,i,0.6,i,.,i,i
COc1ccc(NC(=O)CSc2nc3c(c(=O)n2-c2ccc(F)cc2)SCC3)cc1,i,i,i,i,i,i,-0.3,i,42.3,i,i
Clc1ccc(Cl)c(OCCCCN2CCNCC2)c1,i,i,i,-8.68*,i,24*,-1.3,i,13.1,i,i
CC[n+]1ccccc1/C=C1\Sc2ccc(C)cc2N1C,-8.37*,i,i,i,i,i,-17.0,i,23.7,i,i
NS(=O)(=O)c1ccc2nc(NC(=O)c3ccncc3)sc2c1,i,i,i,i,i,i,-0.2,i,20.6,i,i
O=C(CN1CCC(O)(c2ccccc2)CC1)Nc1ccc2c(c1)OCCO2,i,i,i,i,i,i,-0.7,i,11.7,i,.
CNC(=O)c1ccccc1S(=O)c1ccccc1C#N (stereo not drawn),i,i,i,i,i,i,0.1,i,-0.1,i,i
CCc1nc(C)cn1S(=O)(=O)c1cc(OC)c(C)cc1C,i,i,i,i,i,i,-0.3,i,2.7,i,i
COc1ccc(S(=O)(=O)NCC2CCCN(Cc3ccc(C)o3)C2)cc1 (stereo not drawn),i,i,i,i,i,i,0.0,i,28.9,i,i
NC1=NC(=O)/C(=C/c2ccccc2OS(=O)(=O)c2ccccc2)S1,i,i,i,i,i,i,-0.6,i,-2.4,i,i
O=[N+]([O-])c1cccc(/C=C/c2ccncc2)c1,i,i,i,i,i,i,0.7,i,23.5,i,i
O=C(Nc1cccc([N+](=O)[O-])c1)Nc1cnccn1,i,i,i,i,i,i,0.0,i,9.0,i,i
CC(C)(C)C(=O)Nc1ccccc1-c1nc2ccccc2[nH]c1=O,i,i,i,i,i,i,0.9,i,4.5,i,i
CCC(=O)Nc1ccc(-c2nn3c(C)nnc3s2)cc1C,i,i,i,i,i,i,0.8,i,15.3,i,i
C#Cc1ccc2c(c1)COc1c3ccccc3nn1-2,i,.,i,i,i,i,2.8,i,8.9,i,i
CN(C)C(=O)CCC(=O)N1CCCC(C(=O)c2ccc(C(F)(F)F)cc2)C1 (stereo not drawn),i,i,i,i,i,i,0.4,i,14.0,i,i
O=C(NNc1ccccc1[N+](=O)[O-])NC1CCCCC1,i,i,i,i,i,i,-0.1,i,7.8,i,i
COc1ccc(C2C(C(=O)O)c3ccccc3C(=O)N2C)cc1Br (stereo not drawn),i,i,i,i,i,i,-0.9,i,18.8,i,i
CN(C)c1ccc(C(=O)N2CCCC(CCC(=O)N3CCN(c4ccccn4)CC3)C2)cc1 (stereo not drawn),i,i,i,i,i,i,0.1,i,19.1,i,i
O=C(Cn1cc([N+](=O)[O-])cn1)N1CCc2ccccc2C1,i,i,i,i,i,i,0.0,i,24.0,i,i
Cc1ccc(S(=O)(=O)N2CCCCC2)cc1NC(=O)C1CCCO1 (stereo not drawn),i,i,i,i,i,i,-0.4,i,17.2,i,i
O=C(COC(=O)c1ccccc1Cc1ccccc1)Nc1ccc(SC(F)F)cc1,i,i,i,i,i,i,3.7,i,-10.4,i,i
COc1ccccc1NC(=O)/C(C#N)=C/c1cccnc1,i,i,i,i,i,i,-0.1,i,21.7,i,i
Cc1ccc2c(c1)c1cccc3c1n2CCN3CCC(N)=O,i,i,i,i,i,i,1.8,i,2.9,i,i
CC(=O)N/C(=N\c1nc(C)cc(C)n1)Nc1ccc(Cl)cc1Cl,i,i,i,i,i,i,1.0,i,-1.0,i,i
Cc1cc(C(=O)NNC(=S)NCC(C)C)cs1,i,i,i,i,i,i,0.6,i,16.8,i,i
O=C(COc1ccccc1)Nc1ccc2[nH]c(=O)[nH]c2c1,i,i,i,i,i,i,-0.3,i,19.4,i,i
CCN(C(=O)CN1CCN(Cc2ccccc2)CC1)c1c(N)n(Cc2ccccc2)c(=O)[nH]c1=O,i,i,i,i,i,i,0.4,i,23.8,i,i
CC(=O)N1CCN(c2ccccc2NC(=O)COc2ccccc2C)CC1,i,i,i,i,i,i,-0.3,i,11.4,i,i
CC1(C)C(=O)C2(CCCCC2)C(=O)OC1c1cccs1 (stereo not drawn),i,i,i,i,i,i,0.0,i,7.3,i,i
COC(=O)c1cc2ccccc2n1S(=O)(=O)c1ccccc1,i,i,i,i,i,i,-0.5,i,3.7,i,i
CN1CCN(C(=O)c2cc([N+](=O)[O-])cc([N+](=O)[O-])c2)CC1,i,i,i,i,i,i,-10.0,i,30.4,i,i
Cc1ccc(CSCCNC(=O)CN(c2ccccc2)S(C)(=O)=O)cc1,i,i,i,i,i,i,-0.1,i,24.6,i,i
CN1CCN(c2nc3c(c(=O)[nH]c(=O)n3C)n2Cc2ccc(Cl)cc2)CC1,i,i,i,i,i,i,0.7,i,13.7,i,i
CC(=O)N/C(=C/c1ccc(OS(=O)(=O)c2ccc(C)cc2)cc1)C(=O)Nc1ccc(C(=O)O)cc1,i,i,i,i,i,i,0.1,i,1.8,i,i

# With a hit mark in TRPC4 PAM, of those listed so far:
molecule	MrgX1 antag	PolyA inhibitor	TRPC4 agonist	TRPC4 PAM	TRPC6 activator	AI-2 QS mod	TRPC4 inh
Clc1ccc(Cl)c(OCCCCN2CCNCC2)c1	i	i	i	24*	i	13.1	i

# Next compounds follow.
SMILES,MrgX1 antag,PolyA inhibitor,MrgX1 ag,TRPC6 inhibitor,TRPC4 agonist,TRPC4 PAM,HIF activator,TRPC6 activator,AI-2 QS mod,MrgX1 PAM,TRPC4 inh
Cc1cc(C)n(Cc2cccc(F)c2)c(=O)c1C#N,i,i,i,i,i,i,0.1,i,-4.1,i,i
Cc1cc(=O)[nH]c2ccc(S(=O)(=O)NC3CCCCC3)cc12,i,i,i,i,i,i,-0.5,i,15.3,i,i
Cc1nnc(SCC(=O)NNC(=O)c2ccco2)s1,i,i,i,i,i,i,-0.9,i,15.1,i,i
C/C(=N/NC(=O)C1COc2ccccc2O1)c1ccc(Br)s1 (stereo not drawn),i,i,i,i,i,i,0.5,i,15.2,i,i
Cc1cc(C(=O)N/N=C/c2ccc(Cl)c([N+](=O)[O-])c2)c(C)n1-c1ccc(F)cc1,i,i,i,i,i,i,0.3,i,34.7,i,i
COc1ccc(/C=C/C(=O)O)cc1COc1ccccc1C,i,i,i,i,i,i,-0.7,i,19.4,i,i
O=C(Cc1cccs1)Nc1cccc(-c2nc3ccccc3o2)c1,i,i,i,i,i,i,-28.5,i,12.6,i,i
C/C(CC(=O)NCC(C)C)=N\NC(=O)COc1cc(C)c(Br)cc1Br,i,i,i,i,i,i,0.0,i,8.0,i,i
Cn1ccc(C(=O)N/N=C/c2ccccc2[N+](=O)[O-])n1,i,i,i,i,i,i,0.3,i,-2.3,i,i
O=C(CCCn1c(=S)[nH]c2ccccc2c1=O)N1CCOCC1,i,i,i,i,i,i,-0.1,i,13.7,i,i
CCSc1c(C(=O)NC)ccc2c1C(=O)c1ccccc1C2=O,i,i,i,i,i,i,0.0,i,35.4,i,i
COc1ccc(CNc2nc(-c3cccnc3)nn2S(C)(=O)=O)cc1,i,i,i,i,i,i,-0.2,i,4.7,i,i
Nc1c(C(=O)O)sc2nc3c(cc12)CCCC3,i,i,i,i,i,i,0.2,i,35.5,i,i
O=C(c1cccc(NS(=O)(=O)c2cccc(F)c2)c1)N1CCCC1,.,i,.,i,i,i,1.1,i,10.0,.,i
COC(=O)c1ccc(N2C(=O)CC(SCCN)C2=O)cc1 (stereo not drawn),i,i,i,i,i,i,1.1,i,-31.8,i,i
Cc1ccc(NC(=O)CSCC(=O)OC(C)C(=O)Nc2ccc(S(N)(=O)=O)cc2)c(C)c1 (stereo not drawn),i,i,i,i,i,i,0.4,i,24.0,i,i
CCCc1ccc2oc(C(=O)N(C)Cc3cnccn3)c(C)c2c1,i,i,i,i,i,i,2.4,i,14.3,i,i
CCOc1ccc(NC(=O)c2ccc(NC(=O)c3ccc(CN4CCOCC4)cc3)cc2)cc1,i,i,i,i,i,i,-1.0,i,-4.3,i,i
CCc1c(C)nc(N)n2c(SCC(=O)N3CCCC(C)C3)nnc12 (stereo not drawn),i,i,i,i,i,i,-0.3,i,35.3,i,i
O=C(C1CCC1)N1CCN(S(=O)(=O)c2ccc(Br)cc2Cl)CC1,i,i,i,i,i,i,-1.0,i,25.5,i,i
